Assay outcomes deposited in PubChem by National Center for Advancing Translational Sciences (NCATS).
CCT chaperon mod – modulators of cytosolic chaperonin (CCT/TRiC) activity; 360,000 tested, 0.3% active; AID 651819; activity change, % (no concentration beside the values), hits read low; purified chaperonin ATPase assay, HTRF ADP detection, 30 min; in the data active = activity change below about -30%; also: % is scaled to controls: 0 for no effect and ±100 for the full control effect
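Enzyme 40 or 20 nM (batch-dependent) in Tris pH 7.4/KCl/MgCl2/DTT; cpd 76 uM single point; ATP 10 uM; 30 min 37 °C; Transcreener ADP HTRF detection, 30 min RT; ratio 665/615.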
Akt phos inh – blocks phosphorylation of Akt | activity change, % for hits at 50 µM | Neuro2A IGF-stimulated pAkt S473 HTRF, 20 min; active compounds read low | 360,000 tested, 0.32% active | AID 651550; in the data active = activity change below about -80%; inconclusive = mostly about -51% to -80%; also: % is scaled to controls: 0 for no effect and ±100 for the full control effect
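Single-point screen (50 µM final compound) in Neuro2A cells stimulated 20 min with 6 nM IGF at 37 deg C. After lysis, Ser473-phosphorylated Akt read by HTRF (ex 330 nm, em 615/665 nm) as the 665/615 ratio.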
EPAC2 antag – antagonists of human EPAC2 | Q8WZA2 | EPAC2 GEF exchange of Rap1B-BODIPY-GDP, fluorescence | Potency, µM (highest dose often 114 µM), without a hit: at the highest dose activity, negative = inhibition, most hits filed as inhibitors | 360,000 tested, 0.18% active; also: potency is read from the fitted curve at half-maximal effect; % is scaled to controls: 0 for no effect and ±100 for the full control effect; nearly all actives have a fitted effect of over 45% in size; many of its hits are not listed in these tables
PTHR1 agonist – PTHR1 (human) receptor agonism | AID 743266 | 410,000 tested, 0.075% active | Q03431 | HEK293 GP2 PTHR1 cells, GloSensor cAMP luminescence, 1 h | Potency, µM (doses to about 115 µM), without a hit: at the highest dose activation, hits mostly activators; also: potency is read from the fitted curve at half-maximal effect; nearly all actives have a fitted effect of over 55% in size; some results filed as inactive show a strong effect at the top dose; inactives centre near -15; many of its hits are not listed in these tables
Target sequence (Q03431 whole entry, looked up): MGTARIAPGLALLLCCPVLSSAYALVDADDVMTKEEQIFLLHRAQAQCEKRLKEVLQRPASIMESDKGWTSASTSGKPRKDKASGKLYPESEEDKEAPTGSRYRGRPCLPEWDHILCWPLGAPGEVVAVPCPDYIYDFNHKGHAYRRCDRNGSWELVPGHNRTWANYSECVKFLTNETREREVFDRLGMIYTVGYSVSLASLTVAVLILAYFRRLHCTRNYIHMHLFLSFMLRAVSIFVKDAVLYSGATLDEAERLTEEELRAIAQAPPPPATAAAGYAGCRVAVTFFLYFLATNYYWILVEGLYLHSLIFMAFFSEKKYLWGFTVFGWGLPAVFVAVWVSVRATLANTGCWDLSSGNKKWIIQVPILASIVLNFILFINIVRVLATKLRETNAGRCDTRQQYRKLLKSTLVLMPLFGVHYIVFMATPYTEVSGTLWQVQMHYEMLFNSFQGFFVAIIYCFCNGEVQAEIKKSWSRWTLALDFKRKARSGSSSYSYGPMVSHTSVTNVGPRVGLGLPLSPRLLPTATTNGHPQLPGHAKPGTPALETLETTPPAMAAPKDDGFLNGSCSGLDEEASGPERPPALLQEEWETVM
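HEK-293-derived GP2 cells expressing PTHR1 and a GloSensor cAMP reporter, 3,000/well, plated overnight, given luciferin plus IBMX (each 0.5 mM as added) for 1 h at 37 °C, then compound for 1 h at 37 °C. Luminescence was read after 15 min at room temperature.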
D3 ag – D3 dopamine receptor (human) agonism; D3R DiscoveRx beta-arrestin cells, luminescence, 90 min; max activation, %; 410,000 tested, 0.58% active; in the data active = max activation above about 30%; also: 0% is about no effect; mostly tested at two doses, the higher about 12 µM
Target sequence (P35462 whole entry, looked up): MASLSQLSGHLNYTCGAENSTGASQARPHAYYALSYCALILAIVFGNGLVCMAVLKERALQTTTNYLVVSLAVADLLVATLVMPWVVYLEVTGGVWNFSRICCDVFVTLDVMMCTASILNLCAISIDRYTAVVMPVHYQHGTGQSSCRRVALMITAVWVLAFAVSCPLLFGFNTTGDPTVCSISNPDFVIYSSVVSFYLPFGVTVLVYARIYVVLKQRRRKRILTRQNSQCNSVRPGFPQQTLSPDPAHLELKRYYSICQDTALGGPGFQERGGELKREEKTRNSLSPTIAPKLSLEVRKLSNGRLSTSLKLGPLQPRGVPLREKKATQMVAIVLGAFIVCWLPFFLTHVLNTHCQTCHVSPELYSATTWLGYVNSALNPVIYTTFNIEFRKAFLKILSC
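Cells at 1500/well, incubated overnight, then treated with pinned compounds (dopamine as control) for 90 min at 37 degrees C. DiscoveRx reagent added for 30 - 60 minutes at room temperature; luminescence read.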
Mm-Cpn inhibitor – blocks the Methanococcus maripaludis chaperonin Mm-Cpn. AID 504842. purified Mm-Cpn ATPase, ADP Transcreener TR-FRET. Potency, µM (series often up to 76.9 µM), for the others: top-dose activity, negative = inhibition, hits mostly inhibitors. 330,000 tested, 0.031% active; also: potency is read from the fitted curve at half-maximal effect; % is scaled to controls: 0 for no effect and ±100 for the full control effect; nearly all actives have a fitted effect of over 80% in size
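ATP (10 uM final) was added to archaeal chaperonin (25 nM final) after 10 min exposure to test compound at 37°C; after 30 min further incubation, ADP was detected by competitive TR-FRET.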
D3 antag – D3 dopamine receptor (human) antagonism; P35462; D3R cells, DiscoveRx beta-arrestin luminescence, antagonist mode; active compounds read low; max response, negative = inhibition, %; 360,000 tested, 2.5% active; AID 652054; in the data active = max response below about -50%; inconclusive = no clear call, values can overlap the other calls; also: % is scaled to controls: 0 for no effect and ±100 for the full control effect; mostly tested at two doses, the higher about 12 µM
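Cells expressing the human receptor were seeded at 1500 cells/well, incubated overnight at 37 degrees C in 5% CO2, then exposed to library compounds with dopamine controls for 90 minutes at 37 degrees C before luminescent detection.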
EPAC2 agonist – EPAC2 (human) agonism; Q8WZA2; EPAC2 activation, biochemical qHTS; response scale: 100% = 6.5 mM cAMP response; Potency, µM (highest dose often 154 µM), without a hit: at the top dose activation, usual class: activators; 360,000 tested, 0.079% active; also: potency is read from the fitted curve at half-maximal effect; nearly all actives have a fitted effect of over 50% in size
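Exchange assay: 100 nM EPAC2 with 250 nM Rap1B-BODIPY-GDP and 50 uM GDP. Fluorescence (ex 480/em 540 nm) read every 5 min for 30 min at room temperature. Data normalized to 6.5 mM cAMP as agonist control.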
* = called active by the depositor; i = inactive; ? = inconclusive; . = no result given; & = joins results of further samples; [ ] = dose if it differs, or a comment. Unless noted, calls follow the shape of the dose curve; as a rule, active = well fitted curve in the direction sought with a large enough effect; inconclusive = small, poorly fitted or top-dose-only effect, or another doubt; inactive = no such curve, though single readings can be large; an effect the other way counts as inactive or inconclusive. These rows are one share of the data. The share of hits here may be higher or lower than overall.

SMILES	CCT chaperon mod	Akt phos inh	EPAC2 antag	PTHR1 agonist	D3 ag	Mm-Cpn inhibitor	D3 antag	EPAC2 agonist
COc1cccc(CNC(=O)C(CC(C)C)NC(=O)c2ccccc2C)c1 (stereo not given)	-3.8	i	0%	i	2	0%	-15	5%
O=C(Nc1cccc(C(=O)O)c1)/C(=C\c1ccccc1)NC(=O)c1ccccc1	-3.3	i	-1%	i	11	-4%[15.4 µM]	10	2%
CCOc1cccc(/C(O)=C2/C(=O)C(=O)N(Cc3ccco3)C2c2ccncc2)c1 (stereo not given)	-5.4	i	-5%	i	-3	-11%	?	10%
NS(=O)(=O)c1ccc(CCNc2nc(CN3CCCCC3)nc3sc4c(c23)CCC4)cc1	-3.4	i	2%	-12%[57.5 µM]	-22	-4%	-16	1%
O=S(=O)(O)c1nc2ccccc2n1Cc1ccccc1	-2.5	i	11%	i	3	-1%	16	3%
CCOc1ccc(-n2nnnc2SCC(=O)Nc2ccc(NC(C)=O)cc2)cc1	-0.2	i	6%	-27%	-3	0%	19	3%
O=S(=O)(c1ccc2c(c1)OCCO2)N1CCC(c2nc3ccc(Cl)cc3[nH]2)CC1	-2.2	i	-20%	-96%[inhibitor]	-5	0%	?	15%
COc1ccc(-n2c(-c3ccco3)n[nH]c2=S)cc1	-8.8	i	1%	i	3	-15%	23	11%
C=CCNC(=O)/C(C#N)=C/c1c(N(Cc2ccccc2)Cc2ccccc2)nc2ccccn2c1=O	-7.1	i	-3%	-9%	5	0%	-9	12%
Cc1nc(N2CCOCC2)nc2c1CCCC2	0.4	i	1%	-4%	1	-1%	0	-8%
O=C(Cc1n[nH]c(=O)c2ccccc12)Nc1cccc(S(=O)(=O)N2CCCC2)c1	-1.4	i	3%	i	-1	1%	-3	12%
CCOc1ccc(NS(=O)(=O)c2cccc(C(=O)N3CCN(C/C=C/c4ccccc4)CC3)c2)cc1	-0.7	i	-1%	-48%[inhibitor]	23	.	-2	4%
CCOCC(=O)Nc1nnc(C2CCCCC2)s1	-28	i	-5%	-3%[57.5 µM]	-4	1%	-8	1%
COc1ccc(N2CCN(C(=O)CCCOc3cc(=O)n(C)c4ccccc34)CC2)cc1	0.8	i	0%	i	0	-3%	?	0%
COc1ccc(C(=O)Nc2ccc(NC(=O)c3ccccc3OC)nc2)cc1	-2.7	i	-5%	-95%[inhibitor]	-8	1%	2	4%
O=C(O)C(c1ccccc1)C1(O)CCCC1 (stereo not given)	1.1	i	7%	i	-14	-1%	33	-1%
Cc1ccccc1-n1ccnc1SCC(=O)Nc1cccc(S(=O)(=O)NC2=NCCC2)c1	3.4	i	1%	i	-7	0%	-14	0%
COC(=O)c1ccc(-c2ccc(C(c3c(C)[nH][nH]c3=O)c3c(C)[nH][nH]c3=O)o2)cc1	1.4	i	-25%	i	-9	-4%	-24	7%
O=C(OCc1nnc(-c2ccc([N+](=O)[O-])cc2)o1)C1CCN(C(=O)c2ccc(Cl)cc2)CC1	-1.4	i	-3%	-1%	2	1%	0	-4%
S=C(Nc1ccc(Cl)cc1Cl)Nc1ccccc1Oc1ccccc1	-0.9	i	-3%	-7%[57.5 µM]	0	1%	0	3%
N#CCCCC#Cc1ccc2c(c1)COc1c3ccccc3nn1-2	-1.0	i	1%	-45%	2	-1%	57	23%
CC(C)NC(=O)Nc1nnc([C@H]2C[C@H](O)[C@@H](CO)O2)s1	1.7	i	-2%	i	6	.	22	6%
C[C@H](O)C#Cc1ccc2c(c1)O[C@@H](CN(C)Cc1ccc(-c3ccccc3)cc1)[C@H](C)CN([C@@H](C)CO)S2(=O)=O	-2.2	i	1%	-29%	3	.	27	2%
O=C(N=C1SC2CS(=O)(=O)CC2N1Cc1ccc(F)cc1)C1CCCO1 (stereo not given)	1.3	i	3%	i	-7	1%	-17	-7%

Results in D3 ag, D3 antag and Akt phos inh, for 2 of the compounds above:
| Molecule | D3 ag | D3 antag | Akt phos inh |
| --- | --- | --- | --- |
| COc1ccc(N2CCN(C(=O)CCCOc3cc(=O)n(C)c4ccccc34)CC2)cc1 | 0 | ? | i |
| COc1ccc(C(=O)Nc2ccc(NC(=O)c3ccccc3OC)nc2)cc1 | -8 | 2 | i |

The list continues.
SMILES	CCT chaperon mod	Akt phos inh	EPAC2 antag	PTHR1 agonist	D3 ag	Mm-Cpn inhibitor	D3 antag	EPAC2 agonist
Cc1cc(Br)c(NC(=O)COC(=O)C2CCCCC2)c(Br)c1	0.2	i	8%	-29%	-23	-5%	9	4%
Cc1c(N=C2NC(=O)C(CC(=O)Nc3ccc(Cl)cc3)S2)c(=O)n(-c2ccccc2)n1C (stereo not given)	-1.1	i	4%	i	6	1%	12	-32%[inhibitor]
CC1CCCCN1C(=O)CSc1nc(N)cc(=O)[nH]1 (stereo not given)	-2.4	i	-3%	-7%[57.5 µM]	-6	-1%	4	-11%
COc1ccccc1C(=O)NCCN1CCC(n2c(=O)[nH]c3ccccc32)CC1	-2.4	i	0%	-5%	-16	.	0	2%
NC(=O)c1ccc(NC(=O)COc2cccc3ccccc23)cc1	-1.2	i	6%	i	0	2%	-9	1%
C(=Cc1nc2ccccc2o1)c1ccc2c(c1)OCO2	1.1	i	-10%	i	-12	.	-5	-6%
CCOC(=O)c1c(C)nc(C)c(C(=O)OCC)c1-c1ccc(OC)cc1	-1.5	i	-5%	i	1	2%&0%	2	-7%
Cc1ccccc1OCC(=O)Nc1ccc2c(c1)OCO2	0.3	i	-15%	-67%[inhibitor]	4	-4%	12	6%
CCCC(=O)NCCc1ccc(S(N)(=O)=O)cc1	-0.4	i	4%	0%[57.5 µM]	-4	-1%	?	11%
NC(=O)C1(N2CCCCC2)CCN(C(=O)c2cccn3c(=O)c4cc(Cl)ccc4nc23)CC1	-1.6	i	0%	i	5	-5%	12	-3%
COc1ccccc1N(CCC#N)C(=S)Nc1ccc(S(=O)(=O)N2CCOCC2)cc1	-1.4	i	-10%	-13%	1	0%	6	15%
CC(=O)Nc1ccc(S(=O)(=O)NCc2ccc(C(=O)NC(C)c3ccccc3)cc2)cc1 (stereo not given)	0.5	i	-4%	-9%[57.5 µM]	0	-2%	-29	6%
Cc1ccc(CN2CCN(C/C(Cl)=C/c3ccccc3)CC2CCO)o1 (stereo not given)	0.0	i	-7%	i	-5	-1%	-21	-2%
CCN(CC)CCn1c(=S)[nH]c2ccccc2c1=O	-3.7	.	10%	-15%[57.5 µM]	-14	-2%	-28	3%
Cc1cccc(NC(=S)NC(=O)/C=C/c2ccco2)c1	-1.6	i	1%	-14%	-10	-3%	0	26%
Cc1ccc(N=Nc2ccc(N)cc2C)c(S(N)(=O)=O)c1	-0.5	i	-26%	i	10	-6%	8	-12%
Cc1noc(C)c1-c1ccc(C(=O)NCc2ccc(Cl)cc2)c2occc12	-1.7	i	-7%	-20%	-3	.	?	16%
Nc1ccc2nc(-c3cc(Cl)c(N)c(Cl)c3)[nH]c2c1	-3.0	i	?	i	0	?	17	?
COc1cc(/C=C(\C#N)C(=O)Nc2cccc(C(=O)O)c2)ccc1OCc1ccc(C)cc1	-2.8	i	-24%	-74%[inhibitor]	12	-12%	-9	4%
COc1cc(C(=S)N2CCCC2)ccc1OCC(N)=O	-2.9	i	-4%	3%	-5	1%	-22	9%
O=C(CN1C(=O)C2CCCCC2C1=O)Nc1cccc([N+](=O)[O-])c1 (stereo not given)	1.2	i	-1%	i	-11	1%	-6	14%
O=C(CN1C(=O)CC(c2ccco2)Sc2ccccc21)NCc1ccc2c(c1)OCO2 (stereo not given)	0.0	i	3%	i	14	-1%	7	-2%
COc1cc(CN(C(=S)NCC(=O)NC2CC2)C2CCCC2)cc(OC)c1OC	-0.6	i	5%	i	-1	1%	9	7%
Cc1cccnc1NC(=O)CCCN1C(=O)c2ccccc2C1=O	-0.5	i	-1%	i	0	1%	-19	4%
COc1cc(CNCCc2ccccc2)ccc1OCC(=O)NC(C)(C)C	-0.2	i	9%	i	-1	-2%	-6	0%
O=C(Cn1c2ccc(F)cc2c2nc3n(c(=O)c21)CCS3)NC1CCCC1	-1.1	i	-6%	i	-15	-1%	-11	3%
COc1cc2sc(C)nc2cc1C	-0.3	i	-2%	i	4	-4%	8	-3%
COc1cccc(CNc2ccc3c(c2)ncn3C)c1OC	-2.1	i	0%	-27%	1&-8	0%	2	4%
COc1cccc(C2c3[nH]c4ccccc4c3C[C@H]3C(=O)N(C4CC4)CC(=O)N23)c1 (stereo not given in full)	-3.7	i	5%	-26%	0	0%	-4	8%
COc1cc(NC(=O)NCc2ccncc2)cc(OC)c1OC	-3.8	i	2%	-8%[57.5 µM]	4	1%	-7	4%
CCCCOc1ccc(C)cc1CN(CCO)CCO	-0.2	i	-2%	i	-10	1%	-15	11%
c1ccc(-c2cccc(-c3ccccn3)n2)nc1	-4.0	i	-5%	i	11	3%	33	6%
COc1cc(OC)cc(-n2nc(C(=O)N3CC(C)CC(C)C3)c3ccccc3c2=O)c1 (stereo not given)	-4.1	i	-5%	-1%[57.5 µM]	12	-3%	17	5%
N#C/C(=C/c1cccc([N+](=O)[O-])c1)c1nnc2n1CCCCC2	-0.1	i	2%	i	5	0%	-10	-1%
O=C(N/N=C/c1ccncc1)c1cc2ccccc2o1	-2.5	i	-5%	i	-4	1%	1	9%
COCCNc1ncnc2c1nc1n2CCCC1	-1.8	i	4%	-24%	5	-2%	3	14%
CCCCn1c(N)c(N(Cc2ccccc2OC)C(=O)c2sccc2C)c(=O)[nH]c1=O	-3.8	i	-7%	i	9	0%	29	5%
Cc1ccc(/C=N/n2c(-c3ccco3)n[nH]c2=S)cc1	-11	i	-3%	i	0	4%	-20	12%
CCc1ccccc1Nc1nc(N)nc(COC(=O)c2c(C)noc2C)n1	-2.2	i	-8%	-25%	3	0%	7	12%
O=C(C[C@@H]1C/C=C\C[C@H](NC(=O)OCC2c3ccccc3-c3ccccc32)C(=O)OC[C@@H]2CCCN2C1=O)N[C@@H](CO)Cc1ccccc1	1.1	i	8%	-17%	-30	0%	11	-3%
Cc1nc([N+](=O)[O-])c(C(=O)OCc2ccc(C#N)cc2)n1C	0.3	i	8%	i	-11	-4%	-19	5%
